Neddylation inh – cullin neddylation inhibition | P61081+Q13564 | TR-FRET cullin neddylation, biochemical | calls only at 25 µM | actives 0.58% (n = 360,000) | AID 651699; in the data active = inhibition above about 36%
MLLE-PAM2 inh – blocks PAM2 peptide binding to the PABP1 MLLE domain. GST-MLLE / FITC-PAM2 fluorescence polarization. inhibition, % at 20 µM. actives 0.36% (n = 360,000); in the data active = inhibition above about 35%, passing the limit was not always enough;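 note: plate controls were DMSO wells with GST-MLLE for no effect and wells lacking GST-MLLE protein for full effect; some results filed as inactive read as strong as hits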
Rin1 Abl inh – inhibitors of human Rin1-Abl protein interaction | actives 0.4% (n = 360,000) | AID 588664 | inhibition, % at 7.35 µM | TR-FRET Rin1/Abl binding, biochemical; in the data active = inhibition above about 5%, passing the limit was not always enough
MsrA inhibitor – bovine MsrA inhibition | purified bovine MsrA, absorbance read-out | inhibition, % at 15.5 µM | actives 0.75% (n = 360,000); in the data active = inhibition above about 4.5%;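 note: 0% = vehicle wells with enzyme and 100% = reference inhibitor wells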
TbMetRS inhib – Trypanosoma brucei MetRS inhibition | purified T. brucei MetRS, ATP depletion, Kinase-Glo luminescence | inhibition, % at 11.9 µM | actives 0.4% (n = 360,000);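 active = inhibition above a per-plate cutoff of the control wells' mean inhibition plus 3 SD, cut at about 5.5% in these data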;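 note: 0% = DMSO wells median and 100% = median of wells with control inhibitor compound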
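technique = Kinase-Glo luminescence, ATP depletion format | system = purified MetRS (methionyl-tRNA synthetase) enzyme from Trypanosoma brucei | timing = 15 min preincubation, 2 h reaction, all 25 °C | evaluation = percent inhibition versus plate control medians | dosing = single dose, 11.9 µM final nominal, 0.9% final DMSO | also added = substrates ATP, L-methionine and bulk Escherichia coli tRNA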
FAS-TE inh – inhibitors of human fatty acid synthase thioesterase domain; P49327; recombinant FAS-TE, OMFH fluorogenic substrate, fluorescence endpoint; inhibition, % at 15 µM; actives 0.67% (n = 360,000); AID 602261;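 active = compounds whose normalised, plate-corrected inhibition of enzyme fluorescence in the single-dose primary screen is 50% or more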;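 note: 0% = DMSO with enzyme and 100% = substrate without enzyme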
CSN deneddyl inh – blocks human CSN-mediated cullin deneddylation. Purified CSN, SCF-Nedd8-OG deneddylation, fluorescence polarization. Q92905. inhibition, % at 12.5 µM. actives 0.38% (n = 360,000);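 active = pattern-corrected inhibition above about 35%, with an unprinted fluorescence ratio check between 0.5 and 1.5, limit read from the data, passing the limit was not always enough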;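 note: 0% = enzyme with substrate and 100% = substrate without enzyme; some results filed as inactive read as strong as hits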
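Schedule: reaction 90 min, room temperature / Assay system: HEK293T-derived human Csn5 enzyme / Input: Csn5 at 0.24 nM final / Measure: inhibition of Csn5 cleavage, % / Control set: substrate-only high control, full reaction low control / Technique: fluorescence polarization of the substrate / Buffer or medium: Tris/NaCl/DTT buffer, pH 7.5 / Reagent: SCFSkp2-Nedd8OG substrate at 10 nM final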
E coli Lon inh – inhibits E. coli Lon protease | P0A9M0 | purified E. coli Lon protease, fluorescence polarization | inhibition, % at 7.94 µM | actives 0.42% (n = 360,000) | AID 602123; in the data active = inhibition above about 13%, passing the limit was not always enough;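 note: 0% = enzyme with probe and DMSO and 100% = no enzyme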
bovine MsrA act – activates bovine MsrA enzyme; purified bovine MsrA, absorbance read-out; activation, % at 10.6 µM; actives 0.3% (n = 360,000); AID 602163; in the data active = activation above about 7.5%;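 note: 0% = vehicle and 100% = reference activator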
Numbers without * were called inactive; i = inactive; . = no result given. Hits appear at their usual frequency; overall some 4% were active at least once.

SMILES	Neddylation inh	MLLE-PAM2 inh	Rin1 Abl inh	MsrA inhibitor	TbMetRS inhib	FAS-TE inh	CSN deneddyl inh	E coli Lon inh	bovine MsrA act
CCC1CCCCN1C(=O)COC(=O)CSc1ccc(C(N)=O)cc1[N+](=O)[O-] (stereo not drawn)	i	5.3	-0.9	0.4	-0.2	-4.8	-1.1	-11.1	-0.6
CCOC(=O)C1=C[C@@H](CC)N(S(=O)(=O)c2ccccc2)[C@H]1c1ccccc1	i	6.7	4.8	0.6	0.1	9.1	-1.2	-6.0	-4.0
COCc1c(C(=O)Nc2ccc(C)c(S(=O)(=O)N3CCOCC3)c2)oc2ccccc12	i	8.0	0.1	-0.3	0.6	25.0	-0.9	-1.9	-4.8
CSCCC(NS(=O)(=O)c1ccc(Cl)cc1)C(=O)OCC(=O)NC12CC3CC(CC(C3)C1)C2 (stereo not drawn)	i	1.4	-6.9	-0.9	-0.8	19.2	4.7	0.3	-8.0
O=C1C2C3C=CC(CC3)C2C(=O)N1c1ccc(Br)cc1[N+](=O)[O-] (stereo not drawn)	i	6.8	-3.0	-1.1	-1.0	0.6	-1.8	0.8	-2.0
O=C(O)/C=C/c1cn(Cc2ccccc2)nc1-c1ccccc1	i	-11.8	0.8	2.4	-0.1	-2.3	0.6	3.2	-3.6
CC1=CCC(C(=O)O)C(C(=O)Nc2nc3ccc(S(C)(=O)=O)cc3s2)C1 (stereo not drawn)	i	7.7	3.3	2.4	-1.4	-9.7	-1.1	-6.1	-11.4
O=C(CSc1nnc(-c2cccnc2)o1)Oc1ccccc1	i	-14.7	3.5	0.3	-0.5	-3.4	-2.0	-0.1	-12.6
Cc1ccc(N(C)C(=O)n2cnc3ccccc32)cc1	i	3.8	4.2	0.4	-0.7	-10.4	0.3	0.3	-7.2
CCOc1ccc(NC(=S)N(Cc2ccc(Cl)cc2)Cc2ccco2)cc1	i	-67.8	1.2	1.1	-0.6	32.8	4.8	-2.4	2.6
CCOC(=O)N1CCC(N2Cc3cccc(C(=O)O)c3C2=O)CC1	i	-0.4	-0.7	0.9	0.2	-6.3	-0.4	-2.2	0.9
COc1ccccc1Cc1c(-c2ccccc2)nc2cc(C)c(Br)c(C)n12	i	.	.	1.9	-1.2	21.1	-5.6	-6.4	-8.3
CCc1ccc(NC(=O)CC2C(=O)N(c3cccc(OC)c3)C(=O)N2CCOC)cc1 (stereo not drawn)	i	5.8	-8.8	-0.3	0.6	0.7	1.1	-6.3	-1.5
Cc1ccc(NC(=O)C(=O)NCC2OCCc3ccccc32)cc1 (stereo not drawn)	i	0.6	4.4	0.0	-0.2	-0.3	-2.3	1.9	-3.9
C=CCn1c(=NC(=O)c2ccc(S(=O)(=O)N3CCCc4ccccc43)cc2)sc2cc(S(N)(=O)=O)ccc21	i	14.0	3.7	3.6	-0.9	13.2	-5.7	-5.7	2.3
O=C1c2ccc([N+](=O)[O-])cc2NC(c2ccco2)N1/N=C/c1ccco1 (stereo not drawn)	i	-2.1	-7.2	1.0	0.2	14.1	3.8	6.5	-3.6
CCc1noc(C)c1C(=O)Nc1ccc(S(=O)(=O)N2CCCC(C)C2)cc1 (stereo not drawn)	i	-9.1	-0.4	-1.3	-0.1	4.1	1.5	2.4	-2.8
NC(=S)NNc1ccnc2cc(Cl)ccc12	i	17.2	-2.4	1.1	-0.5	-4.5	8.0	13.8	-2.5
CCCCCn1nc(-c2ccccc2)c2nc3ccccc3nc21	.	122.0	-3.0	0.0	-0.7	-86.8	-73.2	-8.2	-2.0
O=C(c1ccc(N2CCCC2)c([N+](=O)[O-])c1)N1CCc2ccccc2C1	i	8.4	-1.5	0.3	-0.1	15.3	-6.0	-11.5	-1.9
CCOC(=O)c1cnc(SC)nc1Oc1cccc(NC(=O)c2ccc(C)cc2)c1	i	1.9	-1.3	-0.7	-0.3	21.6	5.0	-5.2	-4.0
COC(=O)[C@@]12C[C@@H](CC(=O)N3CCCCC3)C(=O)N(CCc3ccc(OC)c(OC)c3)C1=CCC(C)(C)C2	i	.	.	0.7	-0.5	.	-3.6	.	.
COc1cccc(CNC(=O)Cc2c(C(=O)O)[nH]c3ccccc23)c1	i	-8.8	-1.8	0.1	-0.1	-6.9	0.8	-1.2	-1.2
COc1ccccc1NC(=O)c1csc(-n2nc(C)cc2C(F)(F)F)n1	i	5.4	-4.6	0.3	-0.2	-5.7	2.6	3.4	-0.4
Cc1cc(NC(=O)C2CC(=O)N(c3ccccc3Cl)C2)no1 (stereo not drawn)	i	-0.2	1.2	0.3	0.1	-4.8	-0.9	-1.0	-3.2

Looked up above.
COc1ccccc1Cc1c(-c2ccccc2)nc2cc(C)c(Br)c(C)n12 – TbMetRS inhib: -1.2
CCOc1ccc(NC(=S)N(Cc2ccc(Cl)cc2)Cc2ccco2)cc1 – CSN deneddyl inh: 4.8

Complete entries from above.
CCOC(=O)c1cnc(SC)nc1Oc1cccc(NC(=O)c2ccc(C)cc2)c1 in the list: Neddylation inh = i; MLLE-PAM2 inh = 1.9; Rin1 Abl inh = -1.3; MsrA inhibitor = -0.7; TbMetRS inhib = -0.3; FAS-TE inh = 21.6; CSN deneddyl inh = 5.0; E coli Lon inh = -5.2; bovine MsrA act = -4.0
COC(=O)[C@@]12C[C@@H](CC(=O)N3CCCCC3)C(=O)N(CCc3ccc(OC)c(OC)c3)C1=CCC(C)(C)C2 in the list: Neddylation inh = i; MLLE-PAM2 inh = .; Rin1 Abl inh = .; MsrA inhibitor = 0.7; TbMetRS inhib = -0.5; FAS-TE inh = .; CSN deneddyl inh = -3.6; E coli Lon inh = .; bovine MsrA act = .

(continued)
SMILES	Neddylation inh	MLLE-PAM2 inh	Rin1 Abl inh	MsrA inhibitor	TbMetRS inhib	FAS-TE inh	CSN deneddyl inh	E coli Lon inh	bovine MsrA act
O=C1CSC(c2ccccn2)N1Cc1cn2ccccc2n1 (stereo not drawn)	i	6.9	-2.1	2.8	-0.3	-0.2	-1.3	6.0	-2.3
CS(=O)(=O)N(CCC(=O)O)Cc1ccccc1	i	-8.3	-4.2	-0.1	-1.1	-0.1	-7.7	0.0	-0.8
CCOC(CNC(=O)c1nnc(Cc2cc(OC)c(OC)c(OC)c2)o1)OCC	i	10.2	-3.8	-1.0	-0.2	-3.4	-3.2	0.3	-2.4
Cc1ccc(C(=O)NC2CCS(=O)(=O)C2)cc1S(=O)(=O)N1CCCCCC1 (stereo not drawn)	i	7.4	-4.0	1.4	-0.5	-0.8	-5.1	3.5	-3.1
COc1ccccc1NC(=O)CNC(=O)c1ccc(Br)o1	i	-1.5	-1.8	-0.6	-0.9	-1.1	-4.4	0.4	-2.6
CON(c1nc(Cl)nc(N(C)C)n1)S(=O)(=O)c1ccc(C)cc1	i	-2.3	5.9	-1.5	-0.7	1.9	-4.3	13.9	-2.8
CC(=O)Nc1nnc(SCC(=O)N2CCc3ccccc32)s1	i	-8.0	-1.2	-0.2	-0.3	-6.6	0.0	-5.5	-3.0
O=C(NCc1nnc2c(C(F)(F)F)cc(Cl)cn12)c1cccs1	i	-11.3	0.1	0.1	-0.4	22.0	4.5	2.9	-3.0
O=C(CCc1ccccc1)N=C1SC2CS(=O)(=O)CC2N1c1cccc(F)c1 (stereo not drawn)	i	10.1	-1.9	0.1	-0.2	1.8	-1.5	-6.0	-0.2
COc1ccc(N2CCN(C(=N)/C(C(C)=O)=C(\C)O)CC2)cc1	i	-8.0	-1.6	-1.1	-1.1	-5.9	-3.5	2.9	-11.0
O=C(CCS(=O)(=O)c1ccccc1)Nc1ccc(-c2nc3ccccc3s2)cc1	.	-0.2	-9.4	1.2	-0.6	16.1	-2.5	-5.3	-0.3
Cc1ccccc1NC(=O)c1ccc(S(=O)(=O)N2CCCC2)cc1	i	5.5	1.0	0.5	-0.4	-6.8	5.8	-1.3	-1.4
O=C(Cn1cnc2nc3n(c2c1=O)CCC3)NCc1ccccc1	i	-4.7	-1.4	0.2	-0.1	10.1	2.8	2.2	-2.2
COn1c(SCC(=O)N(C)C)nc2ccccc2c1=O	i	6.8	-1.5	0.3	-0.5	-6.7	-1.1	-8.0	-4.0
O=C(CN1CCCCCC1=O)N1CCN(S(=O)(=O)c2cccs2)CC1	i	8.3	1.0	0.1	0.0	-2.8	3.3	-1.4	0.0
Cc1cccc(NC(=O)C2(c3cccs3)CCOCC2)n1	i	-0.9	-1.0	0.0	-0.3	-5.7	-0.5	-6.6	-6.5
Nc1nnc(SCCOc2ccccc2)s1	i	-3.0	4.3	0.2	-0.8	-5.6	6.2	0.0	-1.6
Cc1ccccc1N(C(=O)CS(=O)CC(=O)Nc1ccc(F)cc1)C(C)C(=O)NC(C)(C)C (stereo not drawn)	i	2.7	-2.1	0.1	0.1	-1.1	-1.3	4.1	-3.5
CC(=O)c1c(C)[nH]c(C(=O)OCC(=O)N2CCN(c3ccccc3)CC2)c1C	i	5.6	-5.5	0.2	0.0	-2.6	2.4	-4.8	-0.8
CCOC(=O)c1c(NC(=O)C2C3CCC(O3)C2C(=O)O)sc(C)c1-c1ccc(C)cc1 (stereo not drawn)	i	25.5	-3.0	0.6	-1.1	-13.8	0.9	6.7	-2.8
Cc1ccc(NC(=O)CCn2nc(C)cc2C)c(C)c1	i	3.5	-0.9	0.9	-0.4	-3.5	-2.4	-3.6	-4.2
Cc1ccc(C2=NNC(C(O)C(O)C(O)C(O)CO)S2)cc1 (stereo not drawn)	i	17.7	2.3	-0.5	-0.8	-8.1	-1.2	-4.2	-10.9
CCC1COCCS(=O)(=O)N1Cc1ccc(C)cc1 (stereo not drawn)	i	-10.6	2.2	.	-0.2	-3.5	-1.8	-10.0	-4.1
O=C(CN1C2=NCCN2c2ccccc21)c1ccco1	i	1.5	1.7	-0.5	-0.2	-8.6	2.0	-5.5	0.0
COCCCNC(=O)c1ccc(S(=O)(=O)c2ccc(C)cc2)c(NC(C)=O)c1	i	-2.7	-0.1	0.3	0.4	-3.3	-2.2	-0.6	-2.3
CN(CC(=O)Nc1ccc(Cl)c(C(F)(F)F)c1)C(=O)C1CCN(C(=O)c2ccc(Cl)cc2)CC1	i	-1.4	0.3	-0.2	0.0	14.8	-6.2	-2.5	0.6
O=C(Nc1cc(Cl)ccc1N1CCOCC1)c1ccc(N2CCCCC2)c([N+](=O)[O-])c1	i	1.4	-2.2	0.4	-0.6	20.0	3.1	8.2	-9.1
